# Screening data as filed in PubChem BioAssay.
# GAA inhib: alpha-glucosidase (human) inhibition | P10253 | purified human GAA, 4-MU-alpha-glucoside fluorescence | Potency, µM (titrated, usually from 76.9 µM), without a hit: at the top dose activity change, negative = inhibition, hits mostly inhibitors | hit rate 0.005% among 200,000;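 note: plate controls were uninhibited enzyme wells for no effect and no-enzyme background for full effect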
#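 Endpoint fluorogenic read: 20 min room-temperature reaction of 4 nM human alpha-glucosidase with 400 uM 4-methylumbelliferyl-alpha-D-pyranoside, pH 5.0, quenched with 1M NaOH/1M glycine pH 10. AC50 from Hill modeling.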
# IMPase Li cell: IMPase inhibition in cells with lithium potentiation; hit rate 0.35% among 210,000; CHO-M1 cells, IP1 TR-FRET (IP-One), carbachol + lithium; AID 1457; Potency, µM (top dose mostly 59.4 µM), inactives show top-dose activity, negative = IMPase inhibition, usual class: inhibitors;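 note: IP1 builds up when IMPase is blocked and the TR-FRET signal falls; plate controls were basal vehicle for no effect and high inhibitor control for full effect; nearly all actives have a fitted effect of over 50% in size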
#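 IP1 accumulation measured by competitive TR-FRET in lysed CHO-M1 cells after 30 min compound exposure at 37C, with a small lithium addition to potentiate weak responses. Hill-equation AC50 from ratio and donor-channel data.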
# GoLoco inh red: blocks human Gai1 binding to RGS12 GoLoco peptide, red readout; P63096; Gai1:RGS12 GoLoco peptide FP, rhodamine, 10 min; Potency, µM (highest dose often 61.6 µM), without a hit: at the highest dose activity, negative = inhibition, hits mostly inhibitors; hit rate 0.44% among 230,000; active = well fitted inhibition curve with a large enough effect, not every such curve was filed as active; inactive = no such curve, though single readings can be large or run the other way; note: % is set by controls: 0 for no effect and ±100 for the full control effect; nearly all actives have a fitted effect of over 30% in size; many of its hits are not listed in these tables
# Target sequence (P63096 whole entry, looked up): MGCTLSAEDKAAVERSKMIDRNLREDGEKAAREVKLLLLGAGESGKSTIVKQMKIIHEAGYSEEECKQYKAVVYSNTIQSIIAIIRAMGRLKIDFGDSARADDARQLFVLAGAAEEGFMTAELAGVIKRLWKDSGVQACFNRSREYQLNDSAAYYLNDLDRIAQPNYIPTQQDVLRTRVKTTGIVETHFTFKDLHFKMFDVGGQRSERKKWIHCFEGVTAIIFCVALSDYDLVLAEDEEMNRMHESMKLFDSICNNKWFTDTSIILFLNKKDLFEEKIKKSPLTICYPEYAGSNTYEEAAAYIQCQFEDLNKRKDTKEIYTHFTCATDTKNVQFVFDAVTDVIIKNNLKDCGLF
# HTT cytoprotect: Huntington cell model cytoprotection by ATP luminescence; hit rate 0.14% among 230,000; AID 1471; Potency, µM (highest dose often 56.4 µM), inactives show cytoprotection (ATP increase), actives largely listed as activators; PC12 HTT-Q103 induced, cytoprotection, ATP luminescence, 40 h;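 note: % of control where 0% means no effect; nearly all actives have a fitted effect of over 45% in size; toxic huntingtin expression switched on by the ecdysone agonist tebufenozide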
#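 Compounds were screened for protection of PC12 cells against cell death after tebufenozide induction (100 nM final) of mutant Huntingtin exon 1 (Q103) fused to GFP.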
# HTT aggregate: inhibitors of mutant huntingtin aggregate formation in PC12 cells; Potency, µM (series often up to 46.1 µM), inactives show at the highest dose activity change, negative = inhibition, usual class: inhibitors; hit rate 1.1% among 220,000; PC12 HttQ103-GFP aggregates, Acumen cytometry, 40 h; note: % is set by controls: 0 for no effect and ±100 for the full control effect; nearly all actives have a fitted effect of over 60% in size
#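 Aggregates are detected as GFP objects 1–25 µm with signal 6 STDEV over background in lysates of induced PC12 cells. These carry Huntingtin exon 1 with 103 glutamines fused to GFP under an ecdysone promoter; compounds titrated.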
# GAA glycogen mod: inhibitors or activators of human alpha-glucosidase glycogen cleavage; Potency, µM (highest dose often 76.4 µM), for inactives: top-dose activity change, negative = inhibition, usual class: inhibitors; recombinant GAA, glycogen substrate, Amplex Red glucose oxidase fluorescence; hit rate 0.38% among 300,000; AID 2100; P10253;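 note: 0% = full enzyme reaction and -100% = no-enzyme basal signal; the screen sought inhibitors and activators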
#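 Natural-substrate format: glycogen cleavage by 4 nM human enzyme, glucose read by Amplex Red coupling (Ex 573, Em 610 nm). Normalized to enzyme and no-enzyme controls.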
# GAA spleen mod: lysosomal alpha-glucosidase (human) modulation | human spleen homogenate, 4-MU-alpha-glucoside fluorescence | Potency, µM (highest dose often 79.9 µM), for inactives: at the top dose activity change, negative = inhibition, most hits filed as inhibitors | hit rate 0.006% among 240,000 | AID 2112;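 note: 0% = enzyme with vehicle and -100% = no enzyme basal signal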
#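 Compounds were titrated against alpha-glucosidase in spleen homogenate at pH 5.0, with 1 mM 4-methylumbelliferyl substrate for 40 min at 37 C. Reactions were quenched with pH 10 NaOH/glycine and fluorescence measured.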
# * hit, by the source's call; ? = inconclusive; · = no result given; [ ] = another dose, or the depositor's remark. Unless noted, calls come from the whole dose curve; as a rule, active = well fitted curve in the direction sought with a large enough effect; inconclusive = small, poorly fitted or top-dose-only effect, or another doubt; inactive = no such curve, though single readings can be large; an effect the other way counts as inactive or inconclusive. Potency is the fitted concentration of half-maximal effect. The list is partial. The share of hits here may be higher or lower than overall.
# Start of the data: the first 4 entries, to show the layout:
Structure	GAA inhib	IMPase Li cell	GoLoco inh red	HTT cytoprotect	HTT aggregate	GAA glycogen mod	GAA spleen mod
COc1ccccc1S(=O)(=O)Cc1ccc(C(=O)N2CCOCC2)o1	-7%	6%	2%	12%[10 µM]	-18%	-4%	-12%
CCC(C)NC(=O)c1ccc([N+](=O)[O-])c(Cl)c1 (stereo not drawn)	?	0%	-3%	-5%[10 µM]	8%	10%	-9%
O=C(CCCCCNC(=O)c1ccccc1Cl)N/N=C/c1ccco1	4%	3%	6%	-39%[inhibitor]	21%	1%	1%
O=C(CSc1nnc(-c2ccccc2)n1C1CCCCC1)Nc1ccc(S(=O)(=O)Nc2ccccn2)cc1	1%	-7%[38.3 µM]	-1%	-21%	16%	9%	-12%

# The list itself (from the top)
Structure	GAA inhib	IMPase Li cell	GoLoco inh red	HTT cytoprotect	HTT aggregate	GAA glycogen mod	GAA spleen mod
COc1ccccc1S(=O)(=O)Cc1ccc(C(=O)N2CCOCC2)o1	-7%	6%	2%	12%[10 µM]	-18%	-4%	-12%
CCC(C)NC(=O)c1ccc([N+](=O)[O-])c(Cl)c1 (stereo not drawn)	?	0%	-3%	-5%[10 µM]	8%	10%	-9%
O=C(CCCCCNC(=O)c1ccccc1Cl)N/N=C/c1ccco1	4%	3%	6%	-39%[inhibitor]	21%	1%	1%
O=C(CSc1nnc(-c2ccccc2)n1C1CCCCC1)Nc1ccc(S(=O)(=O)Nc2ccccn2)cc1	1%	-7%[38.3 µM]	-1%	-21%	16%	9%	-12%
CC1=NNC(=O)C1CCC(=O)N/N=C/c1ccco1 (stereo not drawn)	4%	-3%	2%	-2%	1%	?	6%
CCC(Sc1ncccc1C(=O)OC(C)C)C(=O)NCc1ccco1 (stereo not drawn)	-6%	22%[38.3 µM]	1%	-1%[10 µM]	6%	-3%	-9%
O=C(CNC(=O)C(c1ccccc1)c1ccccc1)N/N=C\c1ccc2c(c1)OCO2	7%	7%	-8%	8%[10 µM]	6%	-7%	7%
C/C(N)=C(/C#N)C(=O)COC(=O)c1oc2ccccc2c1COC(C)C	-3%	-3%	5%	-16%	-8%	2%	-1%
CCCCCCCCCC(=O)O[C@H](CC(=O)O)C[N+](C)(C)C	·	0%	3%	-36%[inhibitor]	·	·	-3%
O=C(C1CCCO1)N1CCN(c2ncccn2)CC1 (stereo not drawn)	0%	-16%[38.3 µM]	0%	5%	17%	-2%	-1%
CCc1ccccc1NS(=O)(=O)c1ccc2c(c1)NC(=O)CC(=O)N2	-3%	-6%	-12%	-6%[10 µM]	2%	-2%	6%
Cc1cc(C)cc(OCC(=O)N2N=C(c3cccnc3)CC2(O)C(F)(F)F)c1 (stereo not drawn)	?	-8%	-1%	·	-14%	0%	-6%
CCOC(=O)N1CCC(Nc2c(OCC)c(=O)c2=O)CC1	2%[15.4 µM]	1%[38.3 µM]	7%	-2%	-18%	3%	-6%
CC(C)(C)N1CC(c2nc3ccccc3n2Cc2ccc(F)cc2)CC1=O (stereo not drawn)	-15%	6%[38.3 µM]	14%	4%[10 µM]	-6%	-7%	3%
O=C(O)c1ccc(N/N=C/C(Br)=C/c2ccccc2)cc1	·	·	-11%	-8%[10 µM]	8%[9.22 µM]	?	-5%
CN(C)CCOC(=O)c1ccc2[nH]c3c(c2c1)CSCC3	·	·	-1%	12%[10 µM]	11%[9.22 µM]	-27%	-1%
O=C(NCCN1CCN(Cc2ccccc2)CC1)C1c2ccccc2C(=O)N2CCc3ccccc3C12 (stereo not drawn)	5%	1%[38.3 µM]	1%	-8%	-11%	8%	-8%
O=S(=O)(NC1CCCC1)c1cccc(S(=O)(=O)N2CCC(n3nnc4ccccc43)CC2)c1	?	18%[38.3 µM]	-6%	-11%[10 µM]	?	-1%	-23%
Cc1nnc(NC(=O)CSc2cn(CCNC(=O)c3ccccc3)c3ccccc23)s1	-3%	0%	-5%	-12%	6%	-2%	-4%
CN(C)C1=C(Cl)C(=O)N(c2ccc(Cl)c(Cl)c2)C1=O	·	·	4%	6%[10 µM]	-19%[9.22 µM]	3%	-7%
COc1ccc(-n2nnnc2SCC(=O)NNC(=O)c2ccc([N+](=O)[O-])cc2)cc1	-7%	·	·	-89%[inhibitor][10 µM]	?	0%	0%
CCOC(=O)C1CCN(S(=O)(=O)c2ccc(OC)c(Cl)c2Cl)CC1	-7%	16%[38.3 µM]	-2%	18%	-1%	3%	-10%
CCc1ccc(S(=O)(=O)Nc2cc(SCC(=O)O)c(O)c3ccccc23)cc1	?	21%	8%	?	12%[9.22 µM]	-2%	3%
Cc1nc(C)c(C(=O)C2=C(O)C(=O)N(CCCn3ccnc3)C2c2ccccc2)s1 (stereo not drawn)	-12%	0%[38.3 µM]	-7%	8%[10 µM]	17%	3%	-10%
COc1ccc(S(=O)(=O)Nc2nnc(CC(C)(C)C)s2)cc1	7%	5%	4%	·	·	-9%	5%
Cn1c(=O)n(Cc2ccccc2)c(=O)c2c1nc1n2CCCN1CCc1ccccc1	-4%	18%[38.3 µM]	5%	-50%[inhibitor]	?	0%	1%
CCS(=O)(=O)Nc1cccc(-c2nc3cccnc3s2)c1C	-6%	27%[38.3 µM]	15%	-8%[10 µM]	?	3%	2%
O=C1CCCC2=C1C(c1cccs1)n1nc(SCc3ccccc3)nc1N2 (stereo not drawn)	?	17%[38.3 µM]	-2%	-13%[10 µM]	-10%	-5%	12%
Nc1n[nH]c2c1C1(CCCC1)Cc1ccccc1-2	?	-9%[38.3 µM]	5%	18%	?	7%	-6%
c1ccc(COc2ccc(OCCN3CCCCC3)cc2)cc1	6%	14%	9%	-8%[10 µM]	0%	8%	6%
Cc1noc(C)c1C(=O)N1CCN(Cc2ccccc2)CC1	-11%	23%[38.3 µM]	11%	1%	-7%	6%	2%
Cc1c(C(=O)Nc2ccc(F)cc2)oc2ccc(S(=O)(=O)N3CCC4(CC3)OCCO4)cc12	-10%	-1%[38.3 µM]	12%	-1%[0.074 µM]	?	-6%	-5%
Cc1nn(C)cc1CNC(=O)c1cnn2c1NC(c1ccc(Br)cc1)CC2C(F)(F)F (stereo not drawn)	-2%	8%[38.3 µM]	-7%	-29%[10 µM]	24%	-2%	-1%
CC1Cc2ccccc2N1C(=O)C1CCN(S(=O)(=O)c2cccs2)CC1 (stereo not drawn)	-2%	21%[38.3 µM]	3%	9%	-3%	-3%	1%
Cc1cc(C(=O)NCCCc2ccccc2)no1	-14%	22%[38.3 µM]	4%	-1%	-6%	3%	0%
O=C(Nc1c(C(=O)Nc2ccccc2)cnn1-c1ccccc1)c1ccco1	-2%	-15%[38.3 µM]	6%	-18%	-19%	-2%	9%
Cc1cccc2sc(NC(=O)C3CCCO3)nc12 (stereo not drawn)	-3%	9%	1%	-8%	-25%	5%	-7%
Cc1ccnc(NC(=O)Cc2ccc([N+](=O)[O-])cc2)c1	8%	5%	16%	·	·	-4%	6%
Cc1cc(NS(=O)(=O)c2ccc(NC(=O)NC(C)(C(F)(F)F)C(F)(F)F)cc2)no1	-12%	30%[38.3 µM]	0%	-48%[inhibitor]	7%	2%	-11%
Cc1ccc2cc(CCNC(=O)c3cccs3)c(=O)[nH]c2c1	-1%	15%	-7%	·	7%	-2%	0%
CCOC(=O)C1CCC(CNCc2ccccc2C)CC1 (stereo not drawn)	-6%	21%	2%	8%	0%	-16%	4%
Cc1ccccc1-n1c(N)cc(=O)[nH]c1=S	1%	16%[38.3 µM]	-9%	-9%[0.074 µM]	-4%	3%	-4%
O=C(CC1(O)C(=O)N(CCc2ccccc2)c2ccccc21)c1ccccn1 (stereo not drawn)	-5%	-1%	-9%	-36%	8%	-14%	-1%
Cc1cc([N+](=O)[O-])cc2ncccc12	-6%	7%[38.3 µM]	12%	8%	24%	-10%	-1%
C/C(CC1CC(COCCC(C)C)OC1=O)=N\NC(N)=S (stereo not drawn)	6%	-4%[38.3 µM]	9%	?	-1%	-5%	-8%
CCOC(=O)c1cccc(NC(=O)CSc2nnnn2CC)c1	4%	-4%[38.3 µM]	4%	-12%	-7%	7%	-2%
COc1ccccc1OCCNC(=O)C(=O)c1c[nH]c2ccccc12	·	·	2%	13%[10 µM]	14%[9.22 µM]	-6%	0%
CCOC(=O)C(=O)N1CCN(c2cc3c(cc2[N+](=O)[O-])n(C)c(=O)n3C)CC1	9%	17%	17%	-5%	13%	-8%	-4%
COc1cccc(SCc2noc(C(=O)NCC3CCCO3)c2C(=O)O)c1 (stereo not drawn)	8%	-15%[38.3 µM]	-1%	-3%	-3%	5%	-12%
O=S(=O)(c1cc(-c2nnc(-c3ccc(Br)cc3)o2)ccc1Br)N1CCCCCC1	-10%	3%	3%	-7%[10 µM]	-17%	3%	-4%
CC(=O)c1ccccc1NC(=O)COC(=O)CCCN1C(=O)c2cccc3cccc(c23)C1=O	-13%	11%	0%	-6%[10 µM]	-6%	3%	1%
C=CC[n+]1c(/C=C2\C=Cc3cc(C)ccc3N2CC)ccc2ccccc21	-7%	33%[activator]	223%[activator]	-125%[inhibitor]	3.2µM*	?	5%
Cc1ccccc1C(=O)Nc1ccc(C(=O)N/N=C/c2ccncc2)cc1	-2%	0%	9%	-30%	-17%	-10%	-3%
CC(C)CCNC(=O)COC(=O)c1cc(Br)c(Br)s1	-8%	5%	5%	?	-4%	1%	1%
COc1ccc(-c2cn3cccnc3n2)cc1NC(=O)C1CCCC1	-15%	-15%[38.3 µM]	-4%	8%	10%	5%	-4%
COc1ccc(C(=O)C(/C=N/O)=N/Nc2ccc(F)cc2)cc1	-7%	3%	6%	-118%[inhibitor]	?	-3%	·
Cc1ccc(N2CC(C(=O)NCc3cccnc3)CC2=O)cc1 (stereo not drawn)	0%	10%[38.3 µM]	7%	-2%	-3%	-8%	-14%
Cc1sc(NC(=O)CN(Cc2ccccc2)C(=O)C(C)C)c(C(N)=O)c1C	3%	-3%	-9%	0%[10 µM]	26%	-2%	4%
C=CCn1c(SCc2c(Cl)cccc2Cl)nnc1-c1cccnc1	-1%	-7%[38.3 µM]	7%	13%	-10%	1%	6%
COc1ccc(OC)c(C(C)NC=O)c1 (stereo not drawn)	-5%	18%[38.3 µM]	-5%	7%	?	-11%	-8%
O=[N+]([O-])c1ccc(/C=N/NC2=NS(=O)(=O)c3ccccc32)cc1	3%	-4%	8%	·	17%	?	-6%
